# HCV core dimer: HCV core protein dimerization inhibition; TR-FRET GST/Flag-core106 dimerization, 1536-well; inhibition, % at 5 µM; 0.33% of 300,000 active;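 active means inhibition above the mean of all tested compounds plus 3 SD, set per screening campaign, cut at about 45% in these data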
#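 Assay system: Tagged HCV core106 pair (GST and Flag) | Buffer or medium: KF-containing HEPES buffer, pH 7.45, DTT, CHAPS, BSA | Also added: Eu donor and XL665 acceptor anti-tag antibodies | Dosing: One concentration, 5 µM, in 0.5% DMSO | Timing: 4 h at 22.5 °C | Technique: TR-FRET 671 and 617 nm emission | Repeats: Singlicate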
# PP1 counter: counter-screen for PP5 inhibitors: inhibitors of human PP1-alpha. P62136. purified PP1alpha, OMFP fluorescence. inhibition, % at 6.7 µM. 0.9% of 320,000 active. AID 2235;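 active means inhibition above the mean inhibition of all tested compounds plus 3 SD, computed separately for each screening campaign, cut at about 15% in these data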
# proCasp3 act: procaspase-3 (human) activation; P42574; AID 463141; recombinant procaspase-3 D3A, Ac-DEVD-pNA absorbance 405 nm; 0.11% of 330,000 active; activation, % at 8.5 µM;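 active means activation above the mean of all tested compounds plus 3 SD, cut at about 21% in these data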;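 further: 0% = DMSO alone and 100% = DMSO wells spiked with extra 5 µM PC-3 D3A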
# Target sequence (P42574 whole entry D9A/D28A/D175A): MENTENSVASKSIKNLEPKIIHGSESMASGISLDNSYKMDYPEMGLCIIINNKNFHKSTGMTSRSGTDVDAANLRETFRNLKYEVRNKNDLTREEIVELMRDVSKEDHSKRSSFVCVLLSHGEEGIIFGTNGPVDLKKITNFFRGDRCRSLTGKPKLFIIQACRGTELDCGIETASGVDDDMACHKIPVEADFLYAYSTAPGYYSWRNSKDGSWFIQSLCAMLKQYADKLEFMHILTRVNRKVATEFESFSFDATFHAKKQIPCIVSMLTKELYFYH
#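 System: Procaspase-3 D3A mutant. Medium: Zinc-free 300 mM NaCl, 50 mM HEPES, 0.01% Triton X-100. Schedule: 1 h preincubation plus 2 h reaction at 25 °C. Measured by: 405 nm absorbance of p-nitroaniline, reads at 0 and 120 min. Read-out: percent activation relative to control range.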
# CTSL1 counter: cathepsin L1 inhibition, PFM18AAP counter-screen; recombinant F. hepatica cathepsin L1, Z-Leu-Arg-MCA fluorescence; inhibition, % at 5.96 µM; 0.49% of 300,000 active; AID 1906;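 active means inhibition above the mean of all tested compounds plus 3 SD, set per screening campaign, cut at about 17% in these data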;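 further: 0% = plate median of test compound wells and 100% = 1 µM Z-Phe-Ala-diazomethylketone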
# Efflux pump inh: blocks antifungal efflux pumps in multiplex yeast assay. S. cerevisiae Candida pump triplex, Nile Red efflux. 0.44% of 330,000 active. inhibition, % at 10 µM;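 active means plate passing quality check with inhibition over a set limit, or well fluorescence over plate mean plus 4 SD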;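 further: Nile Red retained in pooled yeast measured as flow cytometry median fluorescence; 0% = buffer negative control and 100% = Enniatin B positive control; higher means more Nile Red kept so more efflux inhibition; some compounds called inactive have numbers as strong as hits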
# JMJD2C inh: blocks human GASC-1 demethylase activity. Q9H3R0. GST-JMJD2C(1-420) H3K9me3 demethylation, DELFIA europium. inhibition, % at 2.35 µM. 0.069% of 330,000 active. AID 2099;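 active means more than half of a compound's replicate wells show inhibition beyond 50%, single wells judged on their own value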;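 further: signal counts dimethyl H3K9 product captured on neutravidin plate; 0% = median of DMSO wells and 100% = 0.3 times that DMSO median; strong numbers were not always called active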
# Target sequence (Q9H3R0 1-420 limits assumed): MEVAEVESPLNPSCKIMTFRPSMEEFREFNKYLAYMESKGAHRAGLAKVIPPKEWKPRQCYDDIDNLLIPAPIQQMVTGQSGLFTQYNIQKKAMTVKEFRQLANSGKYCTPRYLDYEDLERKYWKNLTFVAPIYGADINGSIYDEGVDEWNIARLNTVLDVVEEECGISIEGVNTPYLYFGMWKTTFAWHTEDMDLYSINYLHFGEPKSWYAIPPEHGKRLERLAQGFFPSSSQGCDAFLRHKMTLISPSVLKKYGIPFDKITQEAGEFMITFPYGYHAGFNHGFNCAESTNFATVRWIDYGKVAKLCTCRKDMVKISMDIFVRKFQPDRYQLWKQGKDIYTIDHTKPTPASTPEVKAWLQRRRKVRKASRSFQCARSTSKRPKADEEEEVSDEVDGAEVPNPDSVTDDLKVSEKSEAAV
# proCasp7 act: activates human procaspase-7, counter-screen for procaspase-3 activators; activation, % at 8.5 µM; 0.093% of 330,000 active; recombinant procaspase-7, Ac-DEVD-pNA absorbance 405 nm; D23A/D198A/D206A triple mutant, cannot self-cleave; scale: DMSO 0, 5 µM enzyme 100; P55210;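 active means percent activation above the screen-wide mean plus 3 SD, cut at about 25% in these data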
# Target sequence (P55210 whole entry D23A/D198A/D206A): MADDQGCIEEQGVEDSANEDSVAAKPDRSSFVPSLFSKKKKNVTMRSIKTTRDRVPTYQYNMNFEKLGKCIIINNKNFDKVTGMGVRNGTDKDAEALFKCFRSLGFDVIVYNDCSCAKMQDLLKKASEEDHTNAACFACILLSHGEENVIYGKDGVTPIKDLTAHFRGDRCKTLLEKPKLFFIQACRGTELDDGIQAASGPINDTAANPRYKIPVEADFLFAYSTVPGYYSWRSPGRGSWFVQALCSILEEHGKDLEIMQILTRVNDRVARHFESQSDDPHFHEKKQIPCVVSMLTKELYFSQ
#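 System: Uncleavable procaspase-7 mutant enzyme; Amount: 2 µM procaspase-7 mutant as dispensed; Schedule: 1 h compound preincubation, 2 h substrate cleavage, 25 °C; Measured by: 405 nm absorbance of p-nitroaniline; Evaluation: percent activation from buffer-corrected 0–120 min absorbance change; Control set: low DMSO alone, high DMSO plus 5 µM PC-7.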
# TPT1 inhibitor: C. albicans TPT1 enzyme inhibition. recombinant caTPT1, FP RNA substrate dephosphorylation. inhibition, % at 5 µM. 0.81% of 300,000 active. AID 1962;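 active means inhibition above the mean of all tested compounds plus 3 SD, set per screening campaign, cut at about 24% in these data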;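 further: plate controls were DMSO alone for no effect and ferristatin control at 100 nM for full effect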
# PP5 inh: PP5 (human) phosphatase inhibition; purified PP5c, OMFP substrate fluorescence; inhibition, % at 6.7 µM; 0.18% of 320,000 active;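 active means inhibition above the campaign's mean inhibition across all tested compounds plus 3 SD, cut at about 9.5% in these data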;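 further: 0% = DMSO only and 100% = 100 µM cantharidin control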
# Starred values were filed as active, the others as inactive; / = not tested or not shown.
SMILES,HCV core dimer,PP1 counter,proCasp3 act,CTSL1 counter,Efflux pump inh,JMJD2C inh,proCasp7 act,TPT1 inhibitor,PP5 inh
COc1ccc(-c2nnn(CCc3nn[nH]n3)n2)cc1,-6.3,-3.7,-5.1,4.2,-0.1,4.0,-2.9,-4.0,0.1
COc1cccc(-n2c(=O)c3c(C)c(C(=O)N(C)C)sc3n(CC(=O)NCC3CCCO3)c2=O)c1 (stereo unspecified),-0.7,-4.2,-1.7,1.9,-0.1,2.3,13.7,3.8,0.3
CC(NCCCOc1cccc2ccccc12)c1ccccc1 (stereo unspecified),-7.9,4.3,13.9,-7.9,-0.1,-0.5,2.5,-2.9,-0.4
OCCn1c(SC2CCCCC2)nc2ccccc21,-6.3,1.5,-2.5,1.6,-0.2,-1.0,3.7,2.0,3.4
Cc1cccc(OCC(=O)NC(Cc2c[nH]c3ccccc23)C(=O)O)c1C (stereo unspecified),19.6,3.8,-8.9,9.7,-0.3,6.5,-5.6,3.0,-10.6
Cc1ccc(C(=O)C(OC(=O)CCC(=O)Nc2cccc(C)c2)c2ccccc2)cc1 (stereo unspecified),-5.2,-0.8,0.0,-52.3,-0.1,-2.8,-0.7,-0.6,2.1
COc1ccc(C(=O)N/C(=C\c2ccco2)C(=O)NC2CCS(=O)(=O)C2)cc1 (stereo unspecified),3.3,-0.4,-1.0,-0.6,0.2,-8.1,-0.8,-3.8,3.3
O=C(Nc1ccccc1F)NC1CC1,8.6,-5.3,4.0,-0.8,-0.1,-3.2,-1.0,2.6,0.0
CCC(=O)Nc1nonc1-c1nc2ccccc2n1CC(C)C,4.4,5.8,-4.7,3.1,-0.1,0.3,-3.3,-1.8,1.5
CCOc1ccc(NC(=O)CN(C)C(=O)Cn2cnc3c2c(=O)n(C)c(=O)n3C)cc1OCC,-4.2,-5.4,18.2,-1.7,0.0,6.4,4.3,0.3,-1.7

# More compounds:
SMILES,HCV core dimer,PP1 counter,proCasp3 act,CTSL1 counter,Efflux pump inh,JMJD2C inh,proCasp7 act,TPT1 inhibitor,PP5 inh
Cc1ccc(S(=O)(=O)N2CCCCC2CCNC(=O)C(=O)Nc2ccccc2F)cc1 (stereo unspecified),5.6,-1.8,-1.2,1.6,0.0,-1.6,8.4,-5.0,2.3
CCN(CC)c1ccc(/C=c2/sc3nnc(-c4ccccc4C)n3c2=O)cc1,2.1,-4.1,-6.1,-1.0,0.6*,-6.3,1.0,109.2*,3.1
CCOC(=O)[C@@H]1[C@H]2COc3cc(OC)ccc3[C@@H]2N2C(=O)N(c3ccc(C(F)(F)F)cc3)C(=O)[C@@]12C,6.2,-1.2,7.4,4.4,0.0,-2.8,3.1,1.3,2.4
CCOC(=O)CCNC(=O)N1CCC(CCOc2ccccc2)(C(=O)OCC)CC1,-3.7,12.3,-9.1,-1.6,0.0,0.9,-3.8,-2.1,1.9
COc1ccccc1N(C)S(=O)(=O)c1ccc(C(=O)Nc2nc(C)c(C(C)=O)s2)cc1,/,4.7,3.8,/,-0.1,/,-1.7,/,0.5
NC(=O)c1ccccc1NC(=O)CCCc1ccccc1,-10.6,-0.9,4.1,-0.5,0.0,3.9,2.0,0.3,0.3
COc1cc(/C=C/C(=O)Nc2ccc(OC)c(S(=O)(=O)N3CCOCC3)c2)ccc1OC(F)F,/,/,9.2,/,-0.1,3.9,-0.3,/,/
O=C1c2oc3ccccc3c(=O)c2C(c2ccc(O)cc2)N1c1nccs1 (stereo unspecified),10.7,-2.9,-5.5,-5.2,0.0,20.9,-6.4,-1.9,-0.2
c1ccc(-c2ccccc2-n2cnnn2)cc1,-2.6,1.1,4.0,-0.8,-0.1,-1.8,1.1,-1.6,3.7
C[C@@H]1C=C[C@](Cc2ccccc2)(C(=O)NCCc2c[nH]c3ccccc23)N1C(=O)c1ccccc1,11.2,0.6,5.2,3.6,/,7.8,-6.8,-3.6,1.7

# Going on with the list.
SMILES,HCV core dimer,PP1 counter,proCasp3 act,CTSL1 counter,Efflux pump inh,JMJD2C inh,proCasp7 act,TPT1 inhibitor,PP5 inh
COC(=O)c1c(NC(=O)CN2CCCC(C)C2)c2c(C)cccc2n1C (stereo unspecified),2.0,-3.4,6.4,0.0,-0.1,-3.9,-2.5,-4.9,0.3
CN(C)c1cccc(C(=O)NCCCn2ccc3ccccc32)c1,-3.7,2.8,-4.3,-2.6,-0.1,-1.8,5.6,-1.1,2.2
CC1CCN(c2ccc(C=O)o2)CC1,-1.5,-3.2,1.8,-0.8,0.0,-6.0,3.4,-0.8,-0.7
CCN(CC)S(=O)(=O)c1cccc(C(=O)NC2CCCCC2)c1,3.5,-2.9,5.0,-0.9,-0.1,15.9,0.6,-2.9,1.4
Cc1ccc(N=CC2=C(O)CC(c3ccc(Cl)cc3)CC2=O)cc1 (stereo unspecified),-1.3,1.0,-4.8,0.4,-0.4,28.1,-6.6,2.2,1.6
O=C(Nc1cnn(Cc2ccc(Cl)c(Cl)c2)c1)C12CC3CC(CC(C3)C1)C2,14.2,6.5,-7.8,0.5,0.0,-1.1,5.8,-0.4,4.3
CN(C)Cc1nc2c(c(=O)[nH]1)C(C)(C)Cc1ccccc1-2,-2.3,0.6,-0.3,5.1,0.1,-15.4,7.8,-2.9,2.0
COc1ccc(-c2cc(=O)c3cc(F)ccc3[nH]2)cc1,-9.4,4.6,4.2,-0.5,-0.1,1.8,9.9,-3.1,0.2
Cc1ccc(NC(=O)[C@H](NC(=O)[C@@H]2Cc3ccccc3CN2)c2ccccc2)cc1C,-0.5,1.5,-5.4,5.4,0.1,-13.1,2.1,2.7,0.3
CC(C)(C)C1CCC(=NNc2nc3ccccc3[nH]2)CC1 (stereo unspecified),1.5,-0.9,3.0,-1.2,0.1,4.9,-7.2,-1.9,-0.4

# (next part)
SMILES,HCV core dimer,PP1 counter,proCasp3 act,CTSL1 counter,Efflux pump inh,JMJD2C inh,proCasp7 act,TPT1 inhibitor,PP5 inh
CCC(C)[C@H](NC(=O)C1CC(=O)N(c2ccc(OC)cc2)C1)C(=O)NC1CCCC1 (stereo partly specified),-4.0,0.2,6.0,-1.3,-0.1,-7.4,11.9,-1.3,0.3
CC(C)CSc1nc2c(c(=O)[nH]c(=O)n2C)n1CCc1ccccc1,4.4,-2.6,-1.6,1.8,-0.2,-0.5,9.6,5.6,-0.9
CCOc1ccc(CCNC(=O)C2=C(C)C(=O)OC23CCCCC3)cc1OCC,12.7,-4.5,5.3,0.2,0.1,1.4,3.0,-0.5,-3.2
CC(C)N1C(=O)S/C(=C/c2ccc(Sc3nc4ccccc4[nH]3)o2)C1=O,-4.2,4.2,-5.8,0.6,0.1,-3.4,2.7,0.8,2.1
NNc1nc2c(Cl)c(Cl)ccc2s1,1.3,3.9,-5.0,-1.0,-0.3,1.0,0.8,-0.5,0.8
Cc1ccsc1C(=O)OCC(=O)Nc1nnc(-c2ccccc2)o1,0.2,8.7,4.0,0.1,0.2,-2.4,-0.2,0.4,0.8
COc1cc(NC(=O)c2cnc(N)o2)cc(C(=O)Nc2cccc(C(F)(F)F)c2)c1,-4.8,3.7,2.7,1.2,-0.1,1.7,12.9,-2.3,5.2
COc1ccccc1N(C)S(=O)(=O)c1ccc(C(=O)OCC(=O)Nc2cc(C)on2)cc1,-4.2,-1.1,4.0,0.9,0.0,-15.4,8.3,3.9,5.4
CCCN1C(=O)SC(CC(=O)Nc2ccccc2)C1=O (stereo unspecified),-5.2,0.8,0.6,-1.6,0.0,4.8,-13.7,-4.5,1.2
NC(=O)CC(NC(=O)c1cccc(Br)c1)c1ccc(N2CCC(Br)CC2)c([N+](=O)[O-])c1 (stereo unspecified),2.1,1.6,-3.9,0.4,0.1,2.0,5.1,-3.4,3.9

# Continuation.
SMILES,HCV core dimer,PP1 counter,proCasp3 act,CTSL1 counter,Efflux pump inh,JMJD2C inh,proCasp7 act,TPT1 inhibitor,PP5 inh
CN(C)S(=O)(=O)c1cccc(C(=O)N2CCN(C(=O)C3CCCO3)CC2)c1 (stereo unspecified),/,/,0.0,/,-0.1,-0.2,1.1,/,/
CC1CN(Cc2ccccc2Cl)CC(C)O1 (stereo unspecified),-0.7,1.4,-4.7,-0.6,-0.2,-0.8,7.1,-2.8,0.6
Cc1ccc(S(=O)(=O)N2CCN(C(=O)CC(C)(C)C)CC2)cc1,-1.1,-0.6,-4.7,-3.5,-0.1,0.0,-2.7,-4.5,3.7
Cn1cnnc1SCC(=O)Nc1cc(S(=O)(=O)N2CCCCC2)ccc1Cl,-4.4,-0.2,3.0,1.6,0.1,8.8,-4.5,-4.9,0.0
Cc1ccc2c(c1)N(C(=O)CCC(=O)NCCCN1CCOCC1)CC(C)O2 (stereo unspecified),7.8,-1.0,1.8,-1.1,-0.2,-0.6,-0.9,2.4,-2.9
c1ccc(CCCCN2CCN=C2Nc2ccccc2)cc1,-12.8,-2.1,2.8,-0.2,0.1,-2.1,0.9,0.2,1.7
Cc1ccc(C(=O)NC(Cc2c[nH]c3ccccc23)C(=O)O)cc1 (stereo unspecified),2.2,-5.0,-2.1,-1.2,-0.3,-5.6,4.7,1.8,-2.5
Cc1ccc(C(=O)Nc2cccc(C(=O)N/N=C/c3ccccc3F)c2)cc1,-11.6,1.2,-6.8,6.5,0.3,-10.4,7.5,0.9,-6.7
COc1ccccc1-c1cc(C(F)(F)F)c(C#N)c(=O)[nH]1,2.5,-1.6,1.6,3.2,0.2,-19.1,2.2,-5.6,-1.8
COCCCNC(=O)c1ccc(OC)c(OC2CCN(C(C)C)CC2)c1,-1.8,-2.1,-1.3,-1.1,0.0,-21.5,1.7,1.3,0.0

# The list goes on.
SMILES,HCV core dimer,PP1 counter,proCasp3 act,CTSL1 counter,Efflux pump inh,JMJD2C inh,proCasp7 act,TPT1 inhibitor,PP5 inh
COc1cc2c(cc1OC)-c1c(OC)c(OC)cc3ccnc(c13)C2=O,-35.1,7.8,-5.1,1.6,-0.1,-10.0,6.5,-2.4,2.5
Cc1cc(NC(=O)CSc2nccn2-c2ccc(Cl)cc2)no1,-5.4,-4.2,9.0,-1.8,0.1,-1.3,-1.1,5.4,1.5
COCC(=O)N1CCC(Oc2ccc(C(=O)NCc3csc(C(C)C)n3)cc2)CC1,1.3,2.7,-0.5,3.3,-0.1,-8.8,-1.1,-1.0,2.3
OCCN1CCN(CCCc2c3c(cc4c2CCC4)CCC3)CC1,-7.5,-2.1,1.1,1.9,0.4,1.0,8.6,3.6,-0.2
CCOC(=O)c1c(C)n(C)c2ccc(OCC(O)Cn3nc(C)cc3C)cc12 (stereo unspecified),-1.4,0.1,2.3,0.1,-0.1,0.1,-8.7,-3.0,2.1
O=c1[nH]c(CN2CCN(Cc3ccc4c(c3)OCO4)CC2)nc2ccccc12,-0.4,1.0,4.4,0.1,0.0,21.1,9.2,-3.7,2.1

# Assay outcomes as filed in PubChem.
